Assay outcomes as filed in PubChem.
GC-B act: human GC-B receptor activators, primary screen, HEK293 GC-B cells, cGMP TR-FRET, EC30 CNP. Atrial natriuretic peptide receptor 2 (Homo sapiens), P20594. 0% at EC30 CNP, 100% saturating CNP. activation, % at 10 µM. 370,000 tested, 0.11% active. AID 1920062, 2024;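 active = activation at 10 µM reaching about 35% in either raw or pattern-adjusted values, limit read from the data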
hcDAF-12 act: H. contortus DAF-12 nuclear receptor activators, primary screen, cell-based, luminescence, HEK293, lit1-tk-luc reporter; AID 652067, 2013; 370,000 tested, 1.4% active; activation, % at 6.8 µM; HEK293 hcDAF-12 lit1-tk-luc reporter; 0% DMSO, 100% Δ7-dafachronic acid;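 active = activation above the mean of all tested compounds plus 3 SD, cut at about 5.5% in these data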;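 note: 100% = response to 3 µM Δ7-dafachronic acid high control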
DAX1 inh-1: DAX1 (NR0B1) inhibitors, primary screen, cell-based, HEK293, Gal4-DAX1, luciferase luminescence | AID 504766, 2011 | 340,000 tested, 0.99% active | inhibition, % at 6.75 µM | HEK293 Gal4-DAX1 luciferase reporter | Nuclear receptor subfamily 0 group B member 1 (Homo sapiens), P51843;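 active = inhibition above the mean over all tested compounds plus 3 SD, cut at about 4.2% in these data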;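 note: 0% = DAX1-transfected cells with DMSO and 100% = empty-vector control cells with DMSO; inhibition shows as a rise in luminescence from relieved DAX1 repression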
FXN GAA850 act: FXN promoter activators, primary screen, cell-based, luciferase luminescence, HEK293 lucGAA850 | AID 540364, 2011 | 360,000 tested, 0.56% active | HEK293 lucGAA850 FXN promoter luciferase reporter, 24 h; percent of 10 µM SAHA response | activation, % at 6 µM;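 active = activation above the average of all compounds screened plus 3 SD, cutoff fixed separately per campaign, cut at about 7.5% in these data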;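 note: 0% = DMSO wells and 100% = 10 µM SAHA wells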
SMARCA2 act: SMARCA2 (BRM) function activators, primary screen, cell-based, luminescence, high throughput | MG213 cells, MMTV-luciferase reporter, dexamethasone, overnight | activation, % at 9.1 µM | 370,000 tested, 1% active | AID 652017, 2013; in the data active = activation above about 7.8%;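 note: 0% = vehicle wells and 100% = reference activator wells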
hgDAF12 agonist: H. glycines DAF-12 receptor agonists, primary screen, cell-based, luminescence, HEK293, GAL4 fusion, UAS-luciferase; HEK293 GAL4-hgDAF12 UAS-luciferase reporter, agonist luminescence; normalized to butyrate control; 370,000 tested, 1.8% active; activation, % at 6.8 µM; AID 687014, 2013;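 active = activation above a cutoff set at the mean of all screened compounds plus 3 SD, cut at about 10% in these data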;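 note: 0% = DMSO wells and 100% = sodium butyrate wells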
ssDAF12 agonist: S. stercoralis DAF-12 nuclear receptor activators, primary screen, cell-based, luminescence, HEK293, GRIP1 co-expression, lit1-tk-luc; Nuclear hormone receptor DAF-12 (Strongyloides stercoralis); HEK293 ssDAF-12/GRIP1 lit1-tk-luc reporter; % of 3 µM dafachronic acid response; activation, % at 6.8 µM; 370,000 tested, 1% active; AID 652126, 2013;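 active = activation above the mean over all tested compounds plus 3 SD, cut at about 0.9% in these data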;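 note: 0% = DMSO-only wells and 100% = 3 µM delta7-dafachronic acid wells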
sPLA2-III inh: human group III sPLA2 inhibitors, primary screen, biochemical, QFRET, BODIPY PC-A2 liposome substrate; Group 3 secretory phospholipase A2 (Homo sapiens), Q9NZ20; QFRET BODIPY PC-A2 liposome hydrolysis, fluorescence; 370,000 tested, 0.56% active; inhibition, % at 12.2 µM;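 active = inhibition above mean plus 3 SD of compounds lying within the high and low control bounds, cut at about 19% in these data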;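 note: 0% = median of test compound wells and 100% = no enzyme DMSO wells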
DAX1 inh-2: DAX1 (NR0B1) inhibitors on StAR promoter, primary screen, cell-based, luminescence, SF-1 (NR5A1), full-length DAX-1. HEK293T StAR-luciferase reporter, SF-1/DAX-1 repression relief. inhibition, % at 6.8 µM. AID 652010, 2013. 370,000 tested, 1.1% active;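 active = inhibition above the mean over all tested compounds plus 3 SD, cut at about 3.6% in these data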;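 note: 0% = DAX-1 cells with DMSO and 100% = cells lacking DAX-1 with DMSO; higher inhibition means more luminescence from relief of DAX-1 repression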
GC-A act: GC-A stimulated cGMP production enhancers – HEK293 GC-A cells, cGMP TR-FRET, EC30 ANP, primary screen. 370,000 tested, 0.14% active. 0% at EC30 ANP, 100% saturating ANP. activation, % at 10 µM. AID 1671463, 2021; in the data active = activation above about 40%
Target sequence (P16066 whole entry, looked up): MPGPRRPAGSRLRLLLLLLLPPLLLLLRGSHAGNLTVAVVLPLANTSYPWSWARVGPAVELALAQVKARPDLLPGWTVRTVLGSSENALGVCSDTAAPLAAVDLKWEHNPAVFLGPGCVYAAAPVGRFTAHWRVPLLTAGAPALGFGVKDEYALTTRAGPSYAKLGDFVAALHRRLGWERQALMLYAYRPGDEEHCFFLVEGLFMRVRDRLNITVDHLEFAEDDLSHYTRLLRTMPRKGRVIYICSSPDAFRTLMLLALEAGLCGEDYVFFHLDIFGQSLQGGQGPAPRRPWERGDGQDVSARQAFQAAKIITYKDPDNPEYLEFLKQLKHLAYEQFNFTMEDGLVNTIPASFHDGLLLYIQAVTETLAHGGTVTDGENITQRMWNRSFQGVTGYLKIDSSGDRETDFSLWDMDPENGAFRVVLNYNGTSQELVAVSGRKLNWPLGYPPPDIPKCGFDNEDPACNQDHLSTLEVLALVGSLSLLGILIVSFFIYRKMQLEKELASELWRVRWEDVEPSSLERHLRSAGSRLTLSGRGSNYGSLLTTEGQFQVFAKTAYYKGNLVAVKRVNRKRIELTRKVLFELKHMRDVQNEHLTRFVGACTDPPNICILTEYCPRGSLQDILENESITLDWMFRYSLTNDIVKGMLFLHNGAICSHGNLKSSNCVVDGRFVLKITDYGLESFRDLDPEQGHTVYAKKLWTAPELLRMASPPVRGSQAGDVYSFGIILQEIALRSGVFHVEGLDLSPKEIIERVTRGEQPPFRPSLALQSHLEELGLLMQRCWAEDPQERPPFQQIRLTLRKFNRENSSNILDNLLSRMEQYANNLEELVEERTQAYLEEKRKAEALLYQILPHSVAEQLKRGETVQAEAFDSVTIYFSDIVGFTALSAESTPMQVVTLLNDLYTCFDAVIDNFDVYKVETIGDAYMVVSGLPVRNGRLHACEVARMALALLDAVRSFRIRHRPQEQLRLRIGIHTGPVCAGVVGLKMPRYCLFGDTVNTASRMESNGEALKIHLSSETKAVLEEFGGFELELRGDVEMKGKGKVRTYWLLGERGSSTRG
proKLK7 act: proKLK7 zymogen activators, primary screen, biochemical, fluorescence intensity. activation, % at 7 µM. purified proKLK7, EDANS-DABCYL substrate fluorescence; 100% is mature enzyme control, 0% vehicle. Kallikrein-7 (Homo sapiens), P49862. 370,000 tested, 0.9% active;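 active = activation above the mean of all tested compounds plus 3 SD, computed per campaign excluding outliers beyond control limits, cut at about 13% in these data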
The depositor's hits bear a star; . = no result given.

SMILES	GC-B act	hcDAF-12 act	DAX1 inh-1	FXN GAA850 act	SMARCA2 act	hgDAF12 agonist	ssDAF12 agonist	sPLA2-III inh	DAX1 inh-2	GC-A act	proKLK7 act
Cc1ccc(-c2ccc(CN3C(C(C)C)C(=O)N(Cc4cn(CC5CCCCC5)nn4)CCS3(=O)=O)cc2)cc1 (configuration not stated)	-3.3	-1.1	-0.8	0.9	-3.9	-3.9	-1.4	-16.0	0.3	-2.5	-0.8
CCCCCCCNC(=O)C1(CC2CC(c3ccc(Cl)cc3)=NO2)CCN(C(=O)C2CCCC2)CC1 (configuration not stated)	9.1	-1.0	0.3	1.8	2.5	-0.8	-1.1	6.1	-0.1	-2.6	0.2
O=C(CC1N=C2c3ccccc3N=C(SCc3ccc(F)cc3)N2C1=O)NCc1ccco1 (configuration not stated)	.	-0.9	0.0	-1.6	0.6	-3.0	-0.6	-7.6	-1.0	.	0.1
COc1ccccc1C1CC(c2ccc(Cl)cc2Cl)Nc2nc(N)nn21 (configuration not stated)	-0.1	3.7	-0.6	1.6	-1.2	-0.7	-1.7	5.1	-1.1	4.7	1.1
NC(=S)N=Nc1c(O)n(CCCl)c2ccc(Cl)cc12	-19.1	-2.3	-1.1	2.0	0.6	0.2	-2.0	5.5	-0.9	-27.2	-0.7
CC1=C(C(=O)OCCOC(C)C)C(c2cc3c(cc2Br)OCO3)C2=C(CCCC2=O)N1 (configuration not stated)	-5.7	-0.2	1.4	-1.1	-2.1	-0.6	-1.6	0.7	-0.6	-6.8	0.2
O=S(=O)(c1ccccc1)N1CCNCC1	0.8	0.8	1.8	3.3	2.4	0.3	-0.8	-1.5	-0.1	-2.2	0.2
O=C(O)c1cccc(N2C(=O)CSC2c2ccccc2)c1 (configuration not stated)	3.1	-0.3	2.2	-0.9	-1.4	-0.1	-0.2	1.8	-0.2	-3.0	0.5
Cc1ccc(C2(c3ccccc3)NC(=O)N(CC(=O)N3CC(=O)Nc4ccccc43)C2=O)cc1C (configuration not stated)	1.4	-0.6	0.1	-1.2	-2.1	-2.1	-1.2	-19.3	-1.0	-6.4	0.1
O=S(=O)(Nc1nc2ccccc2nc1Nc1ccc2c(c1)OCCO2)c1cccs1	-4.4	-1.6	-1.3	3.8	-5.8	-0.6	-1.2	-56.9	-0.2	-0.3	0.5
Cc1nn(Cc2ccc(Cl)cc2Cl)c(C)c1NC(=O)c1nn(C)cc1Cl	1.6	-0.6	-0.6	-3.2	-2.0	1.1	-1.6	-4.5	-1.3	-1.1	-0.4
c1ccc(N=NN2CCOCC2)cc1	-3.6	-0.2	1.0	-1.0	1.8	1.8	-0.5	-1.5	-0.2	6.3	-0.1
COc1cccc(NC(=O)C2CCN(S(=O)(=O)c3ccc4c(c3)N(C(C)=O)CCO4)CC2)c1	-1.4	-3.0	1.2	-1.1	-2.6	-2.0	-1.0	-3.0	0.4	-4.6	1.1
COc1ccc(N2CCN(C(c3cccc(OC)c3OC)c3nnnn3C3CCCC3)CC2)cc1 (configuration not stated)	-19.6	-2.3	0.1	-2.5	-1.1	-1.6	-1.1	-1.8	-1.4	-6.8	1.1
C[C@H]1CN([C@@H](C)CO)C(=O)CCCn2cc(nn2)CO[C@@H]1CN(C)C(=O)NC1CCCCC1	-1.0	-0.2	.	.	-2.9	1.1	-0.9	8.8	4.1*	0.1	0.0
CCOc1ccc(NC(=O)c2cc(F)c(F)cc2Cl)cc1OCC	0.2	-0.8	1.1	1.2	1.0	0.7	-1.8	1.6	-0.3	-0.3	0.0
Cc1ccc2nc(-c3ccc(C#N)cc3)c(Cc3ccccn3)n2c1	-4.5	0.7	.	.	2.7	6.4	0.3	1.7	2.8	1.2	4.8
COc1cc(NC(=O)c2cc([N+](=O)[O-])ccc2NC(=O)CNC2CCCCC2)cc(OC)c1	-5.7	-1.6	-0.9	-11.5	1.5	-4.4	-1.1	-3.5	-0.1	-13.6	0.1
C[C@H]1CN([C@@H](C)CO)C(=O)Cc2cc(NS(=O)(=O)c3ccc(Cl)cc3)ccc2O[C@@H]1CN(C)C(=O)Nc1cccc2ccccc12	4.4	0.1	0.8	1.1	0.4	-1.0	-0.1	-13.5	-0.2	4.6	-4.1
CCOP(=O)(OCC)C(NC(=O)Nc1ccc(Cl)c(Cl)c1)C(N)=O (configuration not stated)	0.1	-0.7	-0.4	0.1	-3.8	-2.9	-0.6	1.3	0.3	-0.7	-0.8
CC(=O)NC1=NN(C(C)=O)C(c2ccc(C(C)C)cc2)S1 (configuration not stated)	-0.8	1.5	1.4	2.4	0.9	2.9	-0.1	-1.1	0.2	2.4	-0.4
O=C(CCc1ccccn1)N1CCCC(N2CCN(c3ccc(F)cc3)CC2)C1 (configuration not stated)	1.8	-2.1	-0.1	1.8	-2.9	-2.3	-1.4	2.8	-1.3	3.5	0.1
CN1C(CC(=O)Nc2ccc(Cl)cc2Cl)c2ccccc2CC1(C)C (configuration not stated)	-3.6	-0.3	.	-1.0	-2.3	-1.4	-1.4	-9.2	0.4	-3.4	0.2
Cn1c(NCCN2CCCC2)nc2cc(-c3ccccc3)sc2c1=O	4.2	0.3	.	3.5	1.7	-0.3	-0.1	4.1	1.2	-9.3	-0.4
COc1ccc(C(=O)NC23CC4CC(CC(C4)C2)C3)cc1	0.7	-1.1	1.7	5.9	0.6	0.4	-0.3	4.8	-0.1	0.1	0.2
Cc1cc(C)c2c(CN3CC(C)OC(C)C3)cc(=O)oc2c1C (configuration not stated)	1.5	-0.5	-0.5	1.6	-1.1	0.2	-1.1	3.0	-0.5	-1.3	-0.3
C=C(C)COc1ccc(-c2ncnc(C(F)(F)F)c2-c2ccc(OC)cc2)c(O)c1	7.4	-0.1	0.6	-2.2	-0.4	1.4	-1.3	-23.8	-0.1	-5.4	0.3
O=C(NCCc1ccccc1)C1CCN(C2CCN(Cc3ccco3)CC2)CC1	3.1	-0.5	-0.1	-0.2	-3.4	1.4	-2.0	-2.2	-0.6	3.2	0.2
CCn1c(/C=C2\C(=O)Nc3ccccc32)nc2ccccc2c1=O	-6.6	-0.1	-1.4	0.8	-2.2	-5.1	-0.6	3.0	-1.1	-11.6	0.0
CCCCn1c(N)c(N(CC(C)C)C(=O)CCCSc2nncs2)c(=O)[nH]c1=O	-4.8	0.6	1.0	0.6	-4.5	-0.9	-0.9	0.4	0.9	2.4	-0.2
CCOC(=O)C1=C(C)N(C[C@@H]2CC[C@@H](Cc3ccc4cc(OC)ccc4c3)O2)C(=O)NC1c1ccccc1 (some centres not stated)	-5.8	-3.4	-2.0	3.8	-4.5	-4.4	-2.1	-11.8	-1.7	1.0	-4.2
O=C(Nc1ccccc1Cl)/C(Cl)=C(\Cl)S(=O)c1ccccc1 (configuration not stated)	18.6	-7.9	-4.7	-15.7	-10.7	-20.1	-3.5	6.5	-3.4	34.7	0.2
CCCC(=O)Nc1ccc2c(c1)Cc1ccccc1-2	2.3	2.4	2.3	3.5	1.7	7.7	0.3	-0.8	1.9	7.6	0.1
Cc1cc(Cl)c2oc(C(=O)NCCN3CCCCC3CO)c(C)c2c1 (configuration not stated)	-1.6	3.1	1.6	3.5	-1.0	2.2	-1.1	-4.5	1.8	2.6	-0.3
Cc1cc(C)c(CN2CCN(C(=O)Cn3ccc(NC(=O)OCc4ccccc4)nc3=O)CC2)c(C)c1	13.0	-3.8	-2.9	-1.9	-2.3	-5.9	-2.2	-4.7	-1.8	-1.1	0.0
COc1ccc(NC(=O)C2CCN(S(=O)(=O)c3ccc4c(c3)NC(=O)CO4)CC2)cc1	0.1	-0.3	-0.1	0.8	-1.6	-0.4	-0.8	-9.6	0.3	0.1	0.2
COC(=O)CCNC(=O)Cn1cnc2sc3c(c2c1=O)CCCC3	2.9	-1.2	0.5	3.0	-1.1	2.3	-1.3	0.9	-0.5	2.4	0.4
CCCC(=O)N1CCCC1(C)C(=O)Nc1ccc(-n2cncn2)cc1 (configuration not stated)	2.3	-1.0	.	-0.9	-2.6	-2.4	-0.8	2.6	0.6	3.1	0.2
COc1cc2c(cc1NC(=O)C(C)OC(=O)/C=C/c1ccc(OC(F)F)cc1)oc1ccccc12 (configuration not stated)	-0.3	8.2*	1.5	7.0	4.1	9.1	-0.1	1.3	0.5	-1.4	0.3
O=C(CN1CCN(S(=O)(=O)c2ccccc2Cl)CC1)NCC1(N2CCOCC2)CCCCC1	3.3	0.6	-0.4	-0.2	-2.2	-0.6	-1.1	-1.6	0.2	-1.0	-0.1
Cc1cccc(S(=O)(=O)NNC(=O)c2cc(-c3ccc(F)cc3)nc3ccccc23)c1	-3.6	-2.3	4.3*	-0.2	-6.8	3.4	-1.4	-33.3	0.5	-6.8	0.9
Cc1ccc(CS(=O)(=O)CCC(=O)NCc2ccccn2)cc1	-2.9	-0.8	1.2	-1.6	1.2	-0.4	-1.4	2.6	0.3	4.6	0.0
C[C@@H]1CN(Cc2nc(-c3ccc(Cl)cc3)no2)C[C@H](C)O1	-5.4	-0.4	-0.5	-0.5	-2.4	-0.1	-1.1	-0.8	-0.6	0.6	0.2
Cc1cc(C)c2nc(NC(=O)CN3C(=O)NC4(CCCC4)C3=O)sc2c1	-3.6	-1.9	-2.2	-2.1	-1.1	-3.1	-1.4	-18.1	-0.5	6.3	-0.1
CC(C)CN(C(=O)c1ccc(F)cc1F)c1c(N)n(CC(C)C)c(=O)[nH]c1=O	0.1	-2.3	-0.2	1.2	-3.4	0.0	-0.8	3.9	-0.1	-0.1	-0.8
COC(=O)c1cc(-c2cc(OC)ccc2OC)nc2c1c(=O)n(C)c(=O)n2Cc1ccccc1	32.2	-1.0	-1.3	-0.9	-2.8	-1.4	-1.0	2.8	0.3	23.8	0.4
CCCCC[C@@H]1C=C(C(=O)O)[C@H](c2ccc(Cl)cc2)N1S(=O)(=O)c1ccc(C)cc1	3.7	-1.4	0.1	-0.2	-4.0	-0.7	-0.7	-45.9	2.0	-2.7	0.2
CN(C)c1ccc(/C=N/NS(=O)(=O)c2ccc(Br)cc2)cc1	3.5	-1.5	2.3	2.1	-2.9	-1.3	-1.3	5.0	-0.5	-7.5	0.3
CC(C)(C)OC(=O)CC(S(=O)(=O)c1ccccc1)S(=O)(=O)c1ccccc1	3.4	-1.9	0.8	18.3*	6.0	-0.2	-1.2	-0.7	-0.5	3.1	-0.5
